Pf Dd2 growth – blocks in vitro growth of P. falciparum Dd2 | P. falciparum Dd2 growth, SYBR Green, 72 h | Potency, µM (highest dose often 28.9 µM), for the others: top-dose activity, negative = inhibition, most hits filed as inhibitors | 120,000 tested, 4.3% active; active = well fitted inhibition curve with a large enough effect; inconclusive = small, poorly fitted or top-dose-only effect; inactive = no such curve, though single readings can be large or run the other way;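 note: plate controls were DMSO vehicle for no effect and reference drug for full effect; nearly all actives have a fitted effect of over 65% in size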
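Readout: SYBR Green fluorescence, 485 nm excitation, 535 nm emission, after ~16 h lysis at 37C. Before that, Dd2-infected red cells (2.5% hematocrit) grew 72 h with compound, 29 uM top final concentration.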
* hit, by the source's call; i = inactive; ? = inconclusive; [ ] = another dose, or the depositor's remark. Potency is the fitted concentration of half-maximal effect. These rows are one share of the data, so the mix of outcomes need not match the whole.

no.	Compound	Pf Dd2 growth
1	Cc1[nH]c2ccccc2c1C1(O)C(=O)Nc2ccc(Cl)cc21 (stereo not drawn)	-4.3%
2	CCOCCCNC(=O)N1C[C@@H](Oc2cccnc2)C[C@@H]1C(=O)NC	15.1%
3	COc1ccc(NC(=O)Cn2c(C)cc3nc4n(c(=O)c32)CCCCC4)c(OC)c1	-18.6%
4	CCCCc1ccc(NC(=O)Cn2nnc3sc4c(c3c2=O)CCC(C)C4)cc1 (stereo not drawn)	i
5	COCCCNC(=O)CSc1nc2cc3c(cc2c(=O)n1CCCCCC(=O)NCc1ccc2c(c1)OCO2)OCO3	4.6%
6	Cc1ccccc1N(C)C1CN(Cc2cccnc2)C1	12.6µM*
7	CN(C)C(C(=O)N1CCN(C2CCCC2)C(=O)C1)c1cccc(F)c1 (stereo not drawn)	-22.8%
8	O=C(CN1C(=O)CCc2cc(S(=O)(=O)N3CCOCC3)ccc21)Nc1cccc(C(F)(F)F)c1	-2.5%
9	Cc1ccc(CNC(=O)c2ccc(CS(=O)Cc3cccc(Cl)c3)o2)cc1 (stereo not drawn)	3.3%
10	CC1(C(=O)NCc2cnccn2)CN(Cc2ccccc2)Cc2ccc(Nc3ccccc3)nc21 (stereo not drawn)	?
11	COc1ccccc1C(=O)N1CC(Oc2ccc(F)cc2F)C1	-4.2%
12	Cc1cc(C(=O)N[C@@H]2CN(Cc3cccnc3)C[C@H]2CN(C)C)no1	18.0%

2 entries from above in another layout:
7: CN(C)C(C(=O)N1CCN(C2CCCC2)C(=O)C1)c1cccc(F)c1 (stereo not drawn)
  Pf Dd2 growth: -22.8%
8: O=C(CN1C(=O)CCc2cc(S(=O)(=O)N3CCOCC3)ccc21)Nc1cccc(C(F)(F)F)c1
  Pf Dd2 growth: -2.5%

Some of the entries so far, with each value named:
11	COc1ccccc1C(=O)N1CC(Oc2ccc(F)cc2F)C1
- Pf Dd2 growth: -4.2%
7	CN(C)C(C(=O)N1CCN(C2CCCC2)C(=O)C1)c1cccc(F)c1 (stereo not drawn)
- Pf Dd2 growth: -22.8%

The listing continues.
no.	Compound	Pf Dd2 growth
13	Cc1ncc(C(=O)NCc2ccc3[nH]c(-c4ccccc4F)c(C)c3c2)c(C)n1	2.6%
14	NCC(=O)N1CCC(n2nccc2NC(=O)c2cccc(F)c2)CC1	1.5%
15	O=C(NCCc1ccc(Cl)cc1)c1nc(-c2ccc(Cl)cc2)c2ccccn12	?
16	Cc1oc(C(O)c2ccccc2F)nc1C(=O)Nc1ccc(C(N)=O)cc1 (stereo not drawn)	?
17	COc1ccc(CNC(=O)Cn2nnc(-c3ccc(C(F)(F)F)cc3)n2)cc1	15.0%
18	COc1ccc(CN[C@@H]2CO[C@H](CNC(=O)NC(C)C)[C@H]2O)cc1	15.2%[44.1 µM]
19	CC(=O)N1CCc2cc(Br)cc(S(=O)(=O)CCC(=O)N3CCN(c4ccccc4)CC3)c21	?
20	COc1ccc(CCNC(=O)c2ccc3nc(C)cn3c2)cc1	-4.6%
21	Cc1noc(C)c1-c1cn(CCNS(=O)(=O)c2ccc(Cl)cc2)nn1	-20.7%
22	CCOc1ccccc1CN1C(=O)c2ccccc2C1C(=O)NC1CCCCCC1 (stereo not drawn)	?
23	CCCS(=O)(=O)NCCc1csc2nc(-c3ccc(OC)cc3)nn12	-23.4%
24	CCn1ccc2cc(S(=O)(=O)N3CCC(C(=O)NCC(C)c4ccccc4)CC3)ccc21 (stereo not drawn)	12.8%

no.	Compound	Pf Dd2 growth
25	CCCCCNC(=O)C1CCC(Cn2c(=O)c3sccc3n(CC(=O)NCc3cccc(OC)c3OC)c2=O)CC1 (stereo not drawn)	-23.1%
26	CC(C)CNc1ncnc2c1CN(C1CNC1)C(=O)CN2C	14.0%
27	Cc1cc(=O)n(CC(=O)Nc2ccc(F)cc2)c(N2CCc3ccccc3C2)n1	?
28	COCCNC(=O)[C@@H]1C[C@H](Oc2ccccc2)CN1S(=O)(=O)Cc1ccccc1	-16.6%
29	CCOc1cc2[nH]c(=O)n(CCCCC(=O)N3CCN(c4ccccc4)CC3)c(=O)c2cc1OCC	-25.9%
30	CCOc1cccc(CC(=O)N2CCc3c([nH]c4ccccc34)C2c2ccc(OC)cc2)c1OCC (stereo not drawn)	?
31	O=C1NCCCCCCN(C(=O)CCCc2ccccc2)[C@H]2CCCC[C@@H]12	i
32	Cc1ccc(CN2C(=O)COC[C@H]2C(=O)NCc2cccc(F)c2)cc1	i
33	NC(=O)C1(c2nc(C3CCOC3)nn2CC2CCCCC2)CC1 (stereo not drawn)	-13.8%
34	O=C(N[C@H]1C[C@H]2C(=O)Nc3ccc(-c4ccsc4)cc3C(=O)N2C1)c1ccccc1	6.1%[44.1 µM]
35	N#Cc1cccc(-c2ccc3n(c2=O)C[C@H]2C[C@@H]3CN(C(=O)Nc3ccccc3)C2)c1	-20.0%[44.1 µM]
36	CN1C(=O)CCCCC1C(=O)NCc1ccncc1 (stereo not drawn)	-5.1%

no.	Compound	Pf Dd2 growth
37	Cc1cc(Cl)ccc1NC(=O)CN1C(=O)CSc2ccc(S(=O)(=O)N(C)C)cc21	7.3%
38	CCc1ccccc1S(=O)(=O)N1CCN(C2CCN(Cc3cccnc3)C2=O)CC1 (stereo not drawn)	?
39	Cc1cc(C)c(NC(=O)CSc2nc3ccccc3c3nc(-c4ccccc4)nn23)c(C)c1	28.6%
40	O=C(NCc1ccc(C(=O)N2CCCCC2)cc1)C1NCCc2[nH]cnc21 (stereo not drawn)	-8.3%
41	COc1ccc(-c2nccn3cc(C(=O)NCCc4ccccn4)nc23)cc1	i
42	CCc1ccc(CNC(=O)c2ccc(NC(=O)N3CC(C)Sc4ccccc43)cc2)cc1 (stereo not drawn)	-20.4%
43	CNC(=O)c1c[nH]c2ccc(S(=O)(=O)Nc3cccc(Cl)c3C)cc2c1=O	-21.1%
44	O=C(NCC1Cn2cccc2C(=O)N1Cc1ccccc1)c1ccc(F)cc1 (stereo not drawn)	-2.9%
45	CCCN(CC1CCOC1)C(=O)Nc1c(F)cccc1F (stereo not drawn)	4.0%
46	COCCn1c2c(c(=O)n1-c1ccccc1)CCN(C(=O)c1cc3ccccc3n1C)C2	i
47	COc1ccc(CN2CCn3c(nn(-c4ccc([N+](=O)[O-])cc4)c3=O)C2)cc1	?
48	C[C@H](c1ccccc1)N1C(=O)[C@@H]2CN(C(=O)CC(C)(C)CC(=O)O)CCN2C1=O	i

no.	Compound	Pf Dd2 growth
49	O=C(O)C[C@@H]1CCN(C(=O)Cc2ccccc2)C[C@@H]1CCN1CCN(c2ccccn2)CC1	-21.4%
50	COc1ccccc1CNC(=O)c1cc2c(N3CCSCC3)nc(C)cn2n1	-1.6%
51	O=C1CC(c2ccccc2)N(CC2CCCCC2)CCCCCCN1 (stereo not drawn)	?
52	CCOc1ccccc1C(=O)N1CCC2(CC1)NC(=O)N(Cc1ccccc1)C2=O	-11.1%
53	COc1ccc(S(=O)(=O)N2CCC(c3noc(-c4ccncc4)n3)C2)cc1 (stereo not drawn)	2.4%[5.79 µM]
54	Cc1ccc(CNC(=O)N2CCCCCCNC(=O)[C@@H]3CCC[C@@H]32)cc1	-11.2%
55	COc1cccc(C2CC(=O)Nc3c2ccc(C)c3C)c1OC (stereo not drawn)	-14.4%
56	Cc1ccccc1Nc1nnc(-c2ccc(C)c(S(=O)(=O)N3CCN(C)CC3)c2)c2ccccc12	39.5%[activator]
57	O=c1ccc2cc(S(=O)(=O)Nc3ccc(OC(F)(F)F)cc3)ccc2[nH]1	5.4%
58	Cc1cn2nc(C(=O)N3CCC(NC(=O)C(C)c4ccccc4)CC3)cc2c(=O)[nH]1 (stereo not drawn)	?
59	O=C(N[C@H](Cc1ccccn1)C1CC(O)C1)c1scc2c1OCCO2 (stereo partly drawn)	-11.4%
60	Cc1ccc(C(=O)N2CCC3(CC2)CC(N(Cc2ccc(F)cc2)C2CC2)CCO3)cc1 (stereo not drawn)	?

no.	Compound	Pf Dd2 growth
61	CN(C(=O)Cc1cccc(Cl)c1)C1CCc2ccccc21 (stereo not drawn)	i
62	Cc1ccc(-c2ccc3nnc(CNC(=O)c4cccnc4)n3n2)cc1	-15.8%
63	CCCCCNC(=O)C1CCC(Cn2c(=O)c3sccc3n(CC)c2=O)CC1 (stereo not drawn)	?
64	CCn1c(=O)cc(SCC(=O)N2CCN(c3ccccc3F)CC2)c2ccccc21	17.9%
65	Cc1cc(C)cc(N2C(=O)CS(=O)(=O)C23C(=O)N(Cc2ccc(F)cc2)c2ccc(C)cc23)c1 (stereo not drawn)	?
66	O=C(CCc1cc2n(n1)CCCNC2)Nc1ccccc1CCc1ccccn1	12.8%
67	CCc1cccc(NC(=O)C(Cc2ccccc2)NS(=O)(=O)c2cccs2)c1 (stereo not drawn)	3.6%
68	O=C1c2cnc(-c3ccncc3)nc2OCCN1c1ccccc1	i
69	O=C(c1ccccc1)N1C[C@@H]2C[C@H](C1)c1c(-c3ccc(Cl)cc3)ccc(=O)n1C2	-3.6%[44.1 µM]
70	CCOc1ccc(-c2cc3c(=O)n(CCNC(=O)c4ccc(C)cc4)ccn3n2)cc1	10.5%
71	O=C(Nc1ccccc1)c1cnc(N2CCCCC2)c2ccccc12	?
72	COC(=O)[C@@H]1C[C@@H](NC(=O)C2CCN(C(=O)CC(C)C)CC2)CN1C	-1.9%

Reprinted at random: two compounds from above, in no set order.
no.	Compound	Pf Dd2 growth
64	CCn1c(=O)cc(SCC(=O)N2CCN(c3ccccc3F)CC2)c2ccccc21	17.9%
69	O=C(c1ccccc1)N1C[C@@H]2C[C@H](C1)c1c(-c3ccc(Cl)cc3)ccc(=O)n1C2	-3.6%[44.1 µM]

Additional structures
no.	Compound	Pf Dd2 growth
73	Cc1cccc(CN2C[C@@H]3C(=O)N(C)C(=O)[C@@H]3C2)c1	20.8%
74	COc1ccc(-c2nc(C3CC3)nc3c2CN([S+](=O)([O-])c2onc(C)c2C)CC3)cc1	i
75	O=C1[C@@H]2C[C@@H](O)CN2C2(CN(Cc3ccccn3)C2)C(=O)N1Cc1ccccc1Cl	?
76	Cc1nnc(N2CCC(C(=O)NC3CCCCC3)CC2)c2nn(-c3ccc(Cl)cc3)c(C)c12	11.5%
77	O=C(NCc1nnc2n1C(C(=O)O)CC2)C1CCCC1 (stereo not drawn)	16.2%[44.1 µM]
78	Cc1ccc(-n2nc3ccc(NC(=O)COc4ccccc4C)cc3n2)cc1	36.9%[activator]
79	O=C1COc2ccc(NCc3cccs3)nc2CN1Cc1ccc(F)cc1	-25.8%[44.1 µM]
80	O=C1NCCCCCN(S(=O)(=O)c2ccccc2)[C@H]2CCCC[C@@H]12	-4.1%
81	COc1ccc(C(=O)N2CCN(c3cc(-c4ccc(Cl)cc4)[nH]n3)CC2)cc1F	?
82	Cc1cnc(C2CCC2)n1CCN	-6.5%
83	c1cncc(Nc2cc3c(cn2)CN(CC2CCCCC2)CCN3)c1	?
84	Cc1nn(-c2ccccc2)c(OC(=O)c2ccc(F)cc2)c1S(=O)(=O)c1ccccc1	13.9%

no.	Compound	Pf Dd2 growth
85	O=C1NCCCCCCN(S(=O)(=O)c2cccc3cccnc23)[C@H]2CCCC[C@@H]12	i
86	CNC(=O)CCn1ncc2cc(OCc3ccccc3-c3cccc(OC)c3F)ccc21	?
87	CC(=O)Nc1ccc(C(=O)NC[C@@H]2C=C(C)[C@H](CC(=O)NCc3ccc(C#N)cc3)C[C@H]2C(C)C)cc1	i
88	O=C(c1cc(C2CC2)[nH]n1)N1CCOC(Cc2cccc(C(F)(F)F)c2)C1 (stereo not drawn)	?
89	COc1cc(NC(=O)c2cnc(-c3ccc(F)cc3)nc2-c2ccncc2)cc(OC)c1	?
90	Cc1ccc(-c2cc(-c3cccnc3)nc3c(C)noc23)c(C)c1	?
91	CCc1ccccc1NC(=O)N1C[C@@H](F)C[C@H]1C(=O)N1CCCCC1	28.5%
92	CCC(C)NC(=O)c1ccc(CN2C(=O)NC3(CCS(=O)(=O)CC3)C2=O)cc1 (stereo not drawn)	3.8%
93	CCO[C@H]1CN(C(=O)c2ccc(Oc3ccccc3)o2)C[C@@H]1O	i
94	CCCn1c2ccccc2c2cnn(CC(=O)N(CCCOC)Cc3ccco3)c(=O)c21	?
95	O=C1NCCCCCN(C(=O)NCc2ccc(F)cc2)[C@H]2CCCC[C@@H]12	-12.8%
96	COc1ccc(NC(=O)CSc2ncc3c(n2)-c2cc(Cl)ccc2N(Cc2ccccc2F)S3(=O)=O)cc1	?

no.	Compound	Pf Dd2 growth
97	Cn1cccc1CNC(=O)Cn1nc2c(cc1=O)CCCC2	10.3%
98	COc1ccc(-c2nc(C)c(CCNC(=O)C(=O)Nc3ccccc3OC)s2)cc1	-17.6%
99	O=C1[C@H]2CN(Cc3ccc(F)cc3Cl)C[C@H]2C(=O)N1CCN1CCc2ccccc2C1	3.98µM*
100	COc1cc(-c2cc(OC)c3c(C)oc(C)c3c(=O)c2)ccc1OC(=O)c1ccc(C)cc1	i
101	O=C(CN1C(=O)COc2ccc(C(=O)COc3ccccc3F)cc21)NCc1ccco1	i
102	CC1(C)[C@H](Cc2cc(CC3CCCCC3)on2)C[C@@H]1NC1CCOCC1	?
103	Cc1ccc(-c2nocc2CCC(=O)N2CCC(Cc3ccccc3)CC2)cc1	i
104	CCCn1cc(S(=O)(=O)c2ccccc2)c(=O)c2cc(F)c(N3CCCC(C)C3)cc21 (stereo not drawn)	?
105	Cc1ncoc1C(=O)N1CC[C@@H]2COCCN(Cc3ccncc3)[C@@H]2C1	3.6%
106	Cc1cn(CC(=O)N2CCN(c3cccc(Cl)c3)C(=O)C2)c(=O)[nH]c1=O	-6.1%
107	COCCNc1ncc(-c2ccc(NC(C)=O)cc2)c2c1OCC2	23.7%[44.1 µM]
108	CC(C)CCN1CC2(CCCN(C(=O)CCn3cnnc3)C2)CCC1=O (stereo not drawn)	-6.6%
109	Cc1ccc(OCc2nc(-c3ccc(C(=O)NCc4ccc(OC(C)C)cc4)cc3)oc2C)cc1	99.2%[activator]
110	Cc1ccnc(C(NC(=O)CCc2cc3n(n2)CCCNC3)C2CC2)c1 (stereo not drawn)	-5.5%

Screening results from PubChem BioAssay.
